From PubChem
KB-3-1 tox – KB-3-1 parental cell cytotoxicity; KB-3-1 viability, CellTiter-Glo ATP luminescence, 72 h; Potency, µM (doses to about 46.1 µM), inactives show at the top dose activity change, negative = cytotoxic, usual class: cytotoxic; actives 1.4% (n = 400,000); AID 1347075; further: potency means the concentration at half of the fitted maximal effect; on the % scale 0 is the no-effect control and ±100 the full control effect; nearly all actives have a fitted effect of over 60% in size
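Screening of KB-3-1 cells (DMEM, 10% FBS, phenol-red free) ran from lowest to highest compound concentration; after 72 h at 37 °C viability was read luminescently and curves fitted.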
SW480 rereplic – DNA re-replication induction in SW480 cells. Potency, µM (titrated, usually from 46.1 µM), for the others: top-dose re-replication activation, usual class: activators. SW480 DNA re-replication, Hoechst DNA content imaging, 48 h. actives 1.8% (n = 340,000); further: potency means the concentration at half of the fitted maximal effect; % of control where 0% means no effect; nearly all actives have a fitted effect of over 55% in size
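Per well, 250 cells were exposed to pinned compound for 48 hr. Nuclear DNA was visualised with Hoechst (40 min, 37 C) and total object intensity recorded by fluorescence scanning.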
KB-V1 MDR tox – KB-V1 MDR subline cytotoxicity; KB-V1 MDR cells viability, CellTiter-Glo, 72 h; Potency, µM (doses to about 46.1 µM), for inactives: at the top dose activity change, negative = cytotoxicity, hits mostly cytotoxic; actives 3.4% (n = 400,000); AID 1347076; further: potency means the concentration at half of the fitted maximal effect; on the % scale 0 is the no-effect control and ±100 the full control effect; nearly all actives have a fitted effect of over 60% in size
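KB-V1 cells (P-gp-expressing MDR subline of KB-3-1) in phenol-red-free DMEM with 10% FBS were exposed to library compounds over a concentration series for 72 h at 37 degrees C. Viability read by CellTiter-Glo luminescence; concentration-effect curves fitted after normalization.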
GLP1R cytotox – cytotoxicity in counter-screen for GLP-1R inverse agonists. AID 624418. Potency, µM (highest dose often 38.3 µM), for the others: at the top dose activity change, negative = inhibition, most hits filed as inhibitors. HEK293 cAMP-luciferase reporter cells, luminescence, 24 h. actives 0.13% (n = 410,000);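 further: loss of luciferase light is scored as toxicity; potency means the concentration at half of the fitted maximal effect; on the % scale 0 is the no-effect control and ±100 the full control effect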
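Seeding density was 200 cells/uL; after overnight-length (12 h) culture, 23 nL compounds went on for 24 h at 37 °C. Readout used a luciferase detection reagent, luminescence taken after 12 min at room temperature.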
HT1080 IDH1KD tx – kills HT-1080 cells with IDH1 knockdown; HT-1080 IDH1 knockdown viability, ATP luminescence, 48 h; actives 2% (n = 360,000); Potency, µM (series often up to 46.1 µM), without a hit: at the top dose activity, negative = toxicity, actives largely listed as cytotoxic;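 further: potency means the concentration at half of the fitted maximal effect; 0% = DMSO wells and -100% = cell-free medium wells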
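Viability of IDH1-knockdown HT-1080 fibrosarcoma cells was assessed by CellTiter-Glo after 48 h at 37 °C with titrated compound; concentration-effect curves were classified by fit quality and response size.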
IL1B secr inh – inflammasome signaling inhibition, IL-1 beta readout | THP-1 LPS/ATP IL-1B secretion, AlphaLISA, 16 h; hits give low values | activity change, % at 57.5 µM | actives 4.7% (n = 360,000) | AID 743279; in the data active means activity change below about -50%; inconclusive means mostly about -30% to -49%; further: on the % scale 0 is the no-effect control and ±100 the full control effect
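Secreted IL-1B measured by AlphaLISA bead assay after 16 h compound exposure of THP-1 cells; compounds (final up to 57.5 uM) added 1 h before LPS (250 ng/mL) and ATP (1.25 mM) stimulation; lower signal means less secretion.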
D3 ag – activates the human D3 dopamine receptor; P35462; D3R DiscoveRx beta-arrestin cells, luminescence, 90 min; actives 0.58% (n = 410,000); max activation, %; AID 652048; in the data active means max activation above about 30%; further: 0% is about no effect; mostly tested at two doses, the higher about 12 µM
Target sequence (P35462 whole entry, looked up): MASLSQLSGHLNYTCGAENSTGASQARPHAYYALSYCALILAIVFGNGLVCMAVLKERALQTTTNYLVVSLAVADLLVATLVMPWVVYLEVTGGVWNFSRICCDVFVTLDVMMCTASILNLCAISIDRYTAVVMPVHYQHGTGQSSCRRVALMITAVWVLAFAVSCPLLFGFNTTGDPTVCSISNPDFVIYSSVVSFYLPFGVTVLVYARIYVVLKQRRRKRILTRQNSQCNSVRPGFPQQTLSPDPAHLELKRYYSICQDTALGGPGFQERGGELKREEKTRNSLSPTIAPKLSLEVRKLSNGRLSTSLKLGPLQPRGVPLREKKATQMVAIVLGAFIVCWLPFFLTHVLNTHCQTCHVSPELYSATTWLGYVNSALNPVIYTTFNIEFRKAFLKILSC
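Agonist-mode cell screen: cells plated at 1500/well and incubated overnight at 37 °C, then exposed to library compounds for 90 min at 37 °C. Detection reagent was added for 30–60 min at room temperature, and luminescence was read.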
MCF10A rereplic – DNA re-replication induction in MCF 10a cells; MCF 10A DNA re-replication, Hoechst nuclear intensity, 48 h; Potency, µM (highest dose often 46.1 µM), inactives show top-dose activity, positive = re-replication, most hits filed as activators; actives 2.9% (n = 350,000); AID 624296; further: potency means the concentration at half of the fitted maximal effect; % of control where 0% means no effect; nearly all actives have a fitted effect of over 50% in size
HT1080NT lethal – kills 2HG-producing HT-1080-NT fibrosarcoma cells. HT-1080-NT fibrosarcoma viability, CellTiter-Glo ATP luminescence, 48 h. Potency, µM (highest dose often 46.1 µM), for the others: top-dose activity, negative = less viability, hits mostly cytotoxic. actives 1.6% (n = 360,000). AID 686970;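 further: NT is the 2HG producing partner of a matched IDH1 knockdown line; potency means the concentration at half of the fitted maximal effect; 0% = DMSO-treated cells and -100% = media-only wells without cells; nearly all actives have a fitted effect of over 55% in size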
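A 48-hour cytotoxicity screen used HT-1080-NT cells plated 2 hours before compound delivery. ATP-based CellTiter-Glo luminescence measured viability, normalized to DMSO and no-cell controls.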
Starred values were filed as active, the others as inactive; ? = inconclusive; · = not tested or not shown; [ ] = dose if it differs, or a comment. Unless noted, the call rests on the fitted dose curve; in most records, active means well fitted curve in the direction sought with a large enough effect; inconclusive means small, poorly fitted or top-dose-only effect, or another doubt; inactive means no such curve, though single readings can be large; an effect the other way counts as inactive or inconclusive.

structure	MCF10A rereplic	KB-3-1 tox	KB-V1 MDR tox	GLP1R cytotox	D3 ag	HT1080 IDH1KD tx	SW480 rereplic	IL1B secr inh	HT1080NT lethal
CC1CCC2(CC1)NC(=O)N(CC(=O)Nc1ccc(N3CCOCC3)cc1)C2=O (configuration not stated)	6%	1%	10%	6%	1	1%	0%	1	6%
O=C(CN1C(=O)COc2ccc(S(=O)(=O)N3CCCCCC3)cc21)N1CCN(c2cccc(Cl)c2)CC1	·	-15%	?	-7%	-15	·	·	·	·
Cc1ccc(CNC(=S)Nc2cc(C)ccc2OC(F)F)cc1	14%[9.22 µM]	4%	-10%	?	-8	0%	?	-23	-7%
COc1ccc(CC(=O)NCCc2ccc(S(N)(=O)=O)cc2)cc1	-1%	5%	1%	0%	4	-4%	4%	-6	-3%
COc1cccc(CN(C)C(=O)c2ccccc2Sc2ccccc2C#N)c1	12%	-20%	?	4%	-6	0%	?	-2	-6%
O=C(O)C1CC(=O)N(c2ccc(OCc3c(F)cccc3Cl)cc2)C1 (configuration not stated)	-10%	18%	24%	-4%	5	23%	-3%	24	15%
CCc1cccc(NC(=O)C2CCCN(c3ncnc4c3nc3n4CCCCC3)C2)c1 (configuration not stated)	?	-27%	-6%	-10%	3	?	-5%	-54*	-5%
CCCS(=O)(=O)NC(=O)C1(C)CCCN(C(=O)c2c(C)noc2C)C1 (configuration not stated)	·	0%	3%	8%	-4	21%	·	19	13%
O=C(CCNC(=O)c1ccccc1Cl)NCc1cccnc1	0%	-10%	-6%	15%	-6	11%	-15%	18	0%
O=Cc1nc(-c2ccccc2Cl)n2ccccc12	2%	-3%	-21%	5%	5	-1%	-30%	13	8%
CCN1C(=O)/C(=C/C=C2/CCCN2C)OC1=S	8%	1%	-3%	0%	-4	8%	-4%	2	7%
COc1cccc(NC(=S)N2CCCC2c2ccc(OC)c(OC)c2)c1 (configuration not stated)	1%	6%	5%	0%	1	3%	2%	-6	-5%
CC(C)Cn1nc(NC(=O)C2CCCO2)c2cc3ccccc3nc21 (configuration not stated)	-8%	5%	3%	161%[activator]	1	0%	29%	-2	2%
CCOc1ccc(C2/C(=C(/O)c3ccc4c(c3)CC(C)O4)C(=O)C(=O)N2CCCn2ccnc2)cc1 (configuration not stated)	1%	12%	?	-3%	-8	-2%	10%	-17	1%
COc1ccccc1-n1c(SCC(=O)O)nc2c(sc(=S)n2-c2ccccc2C)c1=O	0%	-10%	17%	3%	-1	9%	-18%	21	9%
COc1ccc(OCC(=O)Nc2ccc(N3CCC(C)CC3)cc2)cc1	-1%	-6%	11%	0%	-10	4%	2%	2	3%
CCOC(=O)c1c(-c2ccccc2)csc1NC(=O)c1cc(=O)c2ccc(C)cc2o1	·	17%	0%	12%	2	·	·	·	·
COc1ccc(CNC(=O)C2=C(C)C(=O)OC23CCC(C)CC3)cc1 (configuration not stated)	-2%	-5%	4%	-3%	4	-7%	0%	7	0%
Fc1ccc(NC(=S)NCCc2ccc(Cl)cc2)cc1	?	-21%	?	-3%	-4	-3%	?	0	-7%
Cc1ccc(C(=O)N2CCCC(CCC(=O)N3CCN(c4ccccn4)CC3)C2)s1 (configuration not stated)	-1%	0%	?	-7%	3	-13%	?	-17	-14%

structure	MCF10A rereplic	KB-3-1 tox	KB-V1 MDR tox	GLP1R cytotox	D3 ag	HT1080 IDH1KD tx	SW480 rereplic	IL1B secr inh	HT1080NT lethal
C#CCOn1c(-n2nc(C)cc2C)nc2ccccc2c1=O	8%	-5%	?	-12%	-9	-7%	5%	20	1%
COC(=O)Nc1ccc(S(=O)(=O)N2CCCCC2C(=O)O)cc1 (configuration not stated)	-12%	8%	10%	-15%	2	28%	?	14	17%
O=C(O)C1=C[C@@H](c2ccc(Br)cc2)C[C@@H](OCc2ccc(CO)cc2)O1	-2%	21%	8%	0%	21	9%	-2%	16	5%
O=C(N/N=C/c1ccco1)c1cccc(NC(=O)c2ccccc2Cl)c1	-23%	-4%	37%	4%	1	0%	-20%	5	3%
COc1ccc(N(CC(=O)NC2CCS(=O)(=O)C2)S(=O)(=O)c2ccc(Cl)c(Cl)c2)cc1 (configuration not stated)	?	-1%	-4%	-8%	-2	9%	-20%	-17	16%
O=C(Nc1ccc2ncccc2c1)c1ccccc1	3%	0%	-6%	-2%	2	2%	?	29	-1%
CCOC(=O)c1c(C)[nH]c(C)c1S(=O)(=O)NCC1CCN(Cc2cccc(F)c2)CC1	?	1%	-3%	-17%	-16	-1%	-18%	-5	9%
Cc1cc(C(F)F)n2ncc(C(=O)O)c2n1	-18%	4%	2%	18%	6	2%	-11%	14	1%
Cc1ccc(-n2ccnc2SCC(=O)O)cc1C	0%	9%	6%	-5%	4	-2%	-3%	32	3%
Cc1ccc(-n2ncc3c(=O)n(CC#N)cnc32)cc1C	-2%	-5%	2%	4%	4	-7%	-3%	28	-5%
C[C@H](NC(=O)c1nc[nH]c1C(=O)NCCCCCNC(=O)OC(C)(C)C)C(=O)OCc1ccccc1	-4%	9%	6%	11%	65*	12%	-9%	75	9%
Cc1ccc(S(=O)(=O)N2CCN(C(=O)COC(=O)CCc3ccccc3)CC2)c(C)c1	-4%	0%	-5%	2%	-3	0%	-17%	2	-6%
CCOc1cc(-c2ccc(N)c(OCC)c2)ccc1N	4%	-11%	-15%	-14%	2	-15%	21%	-2	-18%
Cc1c(C(=O)NCCN(C)C)oc2ccc(S(=O)(=O)N3CCCC3)cc12	5%	12%	-3%	6%	-16	8%	-3%	-1	10%
CCOc1ccc(NC(=O)CCc2c(C)noc2C)cc1OC	-2%	-2%	8%	3%	0	2%	-21%	10	17%
Cc1ccc(NCc2cccnc2)c(Br)c1	2%	1%	1%	-5%	3	16%	22%	-13	-7%
CCOC(=O)NNC(=O)NCCCCCCNC(=O)NNC(=O)OCC	1%	-2%	14%	2%	-18	13%	1%	0	-2%
CN1CCN(CC(=O)Nc2ccccc2C(F)(F)F)CC1	-3%	8%	?	-2%	1	9%	?	30	8%
CCOC(=O)CSc1ccc2nnc(-c3ccccc3)n2n1	-1%	14%	?	7%	0	16%	-5%	-4	0%
CCCCc1nc2ccccc2[nH]1	-1%	-2%	1%	6%	1	2%	0%	27	3%

One compound at a time, as listed above. Order of values: MCF10A rereplic | KB-3-1 tox | KB-V1 MDR tox | GLP1R cytotox | D3 ag | HT1080 IDH1KD tx | SW480 rereplic | IL1B secr inh | HT1080NT lethal
O=C(O)C1CC(=O)N(c2ccc(OCc3c(F)cccc3Cl)cc2)C1 (configuration not stated) is listed with -10% | 18% | 24% | -4% | 5 | 23% | -3% | 24 | 15%
COc1ccc(CNC(=O)C2=C(C)C(=O)OC23CCC(C)CC3)cc1 (configuration not stated) is listed with -2% | -5% | 4% | -3% | 4 | -7% | 0% | 7 | 0%

(list continues)
structure	MCF10A rereplic	KB-3-1 tox	KB-V1 MDR tox	GLP1R cytotox	D3 ag	HT1080 IDH1KD tx	SW480 rereplic	IL1B secr inh	HT1080NT lethal
CC(=O)NC(CC(=O)NCC(=O)Nc1ccc(F)c(F)c1)c1ccccc1 (configuration not stated)	-7%	12%	1%	-10%	-15	13%	-2%	23	12%
O=C(CSc1nc2ccccc2s1)NCc1ccc2c(c1)OCO2	2%	1%	-2%	16%	-20	-9%	0%	13	-11%
CCCn1c(=O)sc2cc(NC(=O)c3ccccc3Cl)ccc21	·	0%	0%	?	-1	·	·	·	·
CCCN(CCC)CCCNC(=O)C1CCCN(Cc2nc(-c3ccc(Cl)cc3)oc2C)C1 (configuration not stated)	·	-29%	-13%	8%	-15	·	·	·	·
CCCNS(=O)(=O)c1ccc(CCC(=O)NCc2ccc3c(c2)OCO3)cc1	6%	?	1%	-12%	-1	13%	-2%	-16	-2%
Cn1c(SCC(=O)N2CCOCC2)nc2c(c1=O)SCC2	2%	0%	-2%	-7%	-3	-1%	-5%	-12	-4%
O=C(Cn1c(-c2cccs2)cc2cc(Cl)ccc21)N1CCCCC1	·	5%	-9%	-5%	6	·	·	·	·
CC(CS(=O)(=O)c1ccccc1[N+](=O)[O-])N1CCOCC1 (configuration not stated)	-1%	?	0%	-3%	2	-3%	?	0	-1%
N/C(=N\S(=O)(=O)c1cc(C(F)(F)F)cc(C(F)(F)F)c1)c1cccs1	?	-13%	?	4%	9	-1%	?	-10	-2%
COCCNC(=O)C1CCN(C(=O)c2cc3sccc3n2Cc2ccc(F)cc2)CC1	2%	?	0%	5%	6	-8%	-15%	52	-6%
CN(C(=O)c1ccncc1)C1CC(C)(C)N(O)C(C)(C)C1	-2%	-2%	?	0%	-8	9%	-1%	16	15%
CCCCn1nc(NC(=O)c2cccs2)c2cc3cc(OC)ccc3nc21	?	-19%	?	323%[activator]	7	?	12µM*	4	?
COc1ccccc1NS(=O)(=O)c1ccc(C(=O)NCCCN2CCOCC2)cc1	-7%	-3%	6%	7%	-7	-1%	8.2µM*	17	-1%
CCOc1ccccc1N1CCN(C(=O)CNC(=O)c2ccc(OC)c(OC)c2)CC1	-2%	?	-24%	1%	-10	5%	5%	-7	-3%
Cc1csc(N(C(=O)c2ccc(S(=O)(=O)N(C)C)cc2)c2ccccc2)n1	7%	12%	0%	-15%	2	1%	1%	2	2%
Cc1ccc(CSc2nnnn2C)cc1	16%	12%	-8%	7%	-4	-5%	-5%	0	-2%
Cc1cc(=O)n2c(n1)NC(Nc1cccc(C)c1C)=NC2c1ccc(F)cc1 (configuration not stated)	0%	-13%	1%	0%	-5	-5%	-1%	-7	0%
Cc1nc2ccccn2c1C(=O)N/N=C/c1cc(C)n(-c2ccc(Br)cc2)c1C	?	21µM*	?	-11%	-5	-22%	15%	-22	-15%
CCn1c2c(c3cc(C(=O)O)ccc31)CCCC2=O	?	3%	10%	20%	-1	0%	1%	10	-4%
